# EPAC1 antag = EPAC1 (human) antagonism; O95398; EPAC1 GEF assay, Rap1b-BODIPY-GDP exchange fluorescence; Potency, µM (highest dose often 115 µM), for inactives: top-dose activity change, negative = inhibition, actives largely listed as inhibitors; 360,000 tested, 0.14% active; AID 720709;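 note: potency is the fitted concentration of half-maximal effect; plate controls were vehicle for no effect and positive control for full effect; nearly all actives have a fitted effect of over 50% in size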
# WRN inhibitor = blocks human WRN helicase | WRN helicase unwinding, fluorescent forked duplex, kinetic | Potency, µM (series often up to 114 µM), for inactives: at the highest dose activity change, negative = inhibition, usual class: inhibitors | 360,000 tested, 0.46% active; note: potency is the fitted concentration of half-maximal effect; % is set by controls: 0 for no effect and ±100 for the full control effect; nearly all actives have a fitted effect of over 55% in size
#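 Fluorescence dequenching readout, ex 525 nm/em 598 nm, kinetic mode: forked duplex DNA (100 nM final) with adjacent fluorophore and quencher unwound by WRN (20 nM final) with 2 mM ATP. Compound preincubation 15 min, room temperature.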
# EPAC2 ag = agonists of human EPAC2 (RAPGEF4). Q8WZA2. EPAC2 activation, biochemical qHTS; response scale: 100% = 6.5 mM cAMP response. Potency, µM (titrated, usually from 154 µM), for the others: at the top dose activation, actives largely listed as activators. 360,000 tested, 0.079% active; note: potency is the fitted concentration of half-maximal effect; nearly all actives have a fitted effect of over 50% in size
#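 Each well held 100 nM EPAC2, 250 nM RAP1B-BODIPY-GDP and 50 uM GDP. Fluorescence, read at 5-min intervals to 30 min, was referenced to a 6.5 mM cAMP positive control.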
# EPAC1 ag = activates human EPAC1 exchange factor. O95398. EPAC1 agonist qHTS, biochemical assay; response scale: 100% = response to 6.5 mM cAMP. Potency, µM (highest dose often 154 µM), without a hit: at the top dose activation, usual class: activators. 360,000 tested, 0.073% active; note: potency is the fitted concentration of half-maximal effect; nearly all actives have a fitted effect of over 60% in size
#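 Normalized to 6.5 mM cAMP, activity reflects EPAC1-catalysed release of BODIPY-GDP from Rap1B, followed kinetically over 30 min at 480 nm excitation, 540 nm emission. Reaction contained 100 nM EPAC1, 250 nM Rap1B-BODIPY-GDP, 50 uM GDP.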
# PLK1 PBD block = blocks phosphopeptide binding to human PLK1 polo-box domain; P53350; Plk1 PBD binding of FITC phosphopeptide, fluorescence polarization; Potency, µM, inactives show max response, negative = inhibition, actives largely listed as inhibitors; 360,000 tested, 2.8% active; AID 720504; note: potency is the fitted concentration of half-maximal effect; series mostly up to about 57 µM; % is set by controls: 0 for no effect and ±100 for the full control effect; nearly all actives have a fitted effect of over 65% in size
# Target sequence (P53350 whole entry, looked up, the tested form may be a part): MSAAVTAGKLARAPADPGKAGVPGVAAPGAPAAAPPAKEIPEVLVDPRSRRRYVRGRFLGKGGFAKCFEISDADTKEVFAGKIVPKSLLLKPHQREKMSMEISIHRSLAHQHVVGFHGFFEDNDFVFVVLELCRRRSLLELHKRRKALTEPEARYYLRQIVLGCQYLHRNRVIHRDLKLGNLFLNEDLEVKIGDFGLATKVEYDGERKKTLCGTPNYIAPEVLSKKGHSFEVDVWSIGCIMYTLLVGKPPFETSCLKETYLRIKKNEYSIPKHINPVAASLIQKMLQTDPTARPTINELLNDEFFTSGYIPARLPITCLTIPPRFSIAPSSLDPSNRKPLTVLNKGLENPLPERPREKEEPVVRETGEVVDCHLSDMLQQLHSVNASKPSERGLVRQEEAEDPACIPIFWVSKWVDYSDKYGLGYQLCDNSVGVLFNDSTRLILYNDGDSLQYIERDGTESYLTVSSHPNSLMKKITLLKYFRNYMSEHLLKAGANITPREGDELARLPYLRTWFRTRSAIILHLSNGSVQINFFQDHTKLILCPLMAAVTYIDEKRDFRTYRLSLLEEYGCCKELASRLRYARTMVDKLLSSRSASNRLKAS
# CCT chaperon mod = cytosolic chaperonin activity modulation | purified chaperonin ATPase assay, HTRF ADP detection, 30 min | activity change, % (no concentration beside the values), hits read low | 360,000 tested, 0.3% active; in the data active = activity change below about -30%; note: % is set by controls: 0 for no effect and ±100 for the full control effect
#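 We incubate TRiC, 40 or 20 nM final, with library compounds at 76 uM and 10 uM ATP for 30 min at 37 °C. ADP formed is detected with Transcreener HTRF reagents after 30 min at room temperature.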
# PI5P4K alpha inh = PI5P4K alpha (human) kinase inhibition; AID 652105; PI5P4Kalpha enzyme, ADP-Glo luminescence, 60 min; stronger effect = lower value; max response, %; 330,000 tested, 1.2% active; active = max response of -50% or lower; inconclusive = between -30% and -50%; inactive = -30% or higher; note: value at the top dose of about 77 µM; % is set by controls: 0 for no effect and ±100 for the full control effect
# Target sequence (P48426 whole entry, looked up): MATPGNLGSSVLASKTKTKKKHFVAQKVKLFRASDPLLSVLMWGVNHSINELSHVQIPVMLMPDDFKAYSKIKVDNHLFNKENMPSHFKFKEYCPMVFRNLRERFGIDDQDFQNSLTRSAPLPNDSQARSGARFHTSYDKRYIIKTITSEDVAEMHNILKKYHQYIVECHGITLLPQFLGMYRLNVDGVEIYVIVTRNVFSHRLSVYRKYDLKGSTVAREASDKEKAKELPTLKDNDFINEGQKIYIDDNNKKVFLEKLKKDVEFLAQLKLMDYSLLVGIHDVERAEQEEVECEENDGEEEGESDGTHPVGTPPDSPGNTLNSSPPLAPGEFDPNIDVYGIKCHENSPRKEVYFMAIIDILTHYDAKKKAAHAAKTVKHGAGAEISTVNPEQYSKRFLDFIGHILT
#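 Reactions run in 0.038 M HEPES pH 7.4, 0.28 mM EGTA, 0.1% CHAPS and 5% DMSO, with PI5P4Kalpha, substrate, compound and 5 microM ATP final, one hour at room temperature. Readout is ADP-Glo luminescence.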
# IL-2 act = activates IL-2 in a cell-based reporter assay | activation, % (series mostly up to about 46 µM) | IL-2 activation reporter assay, cell-based qHTS; stimulated with anti-CD3/CD4/CD28 beads; in transgenic mouse T cells | AID 652025 | 360,000 tested, 0.065% active; in the data active = activation above about 50%; inconclusive = mostly about 30% to 49%; note: 0% is about no effect
#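 Using fluorescent plate cytometry, EGFP and DsRed are detected in transgenic mouse T cells stimulated 18 h at 37 degrees C with antibody-coated beads after 60 min compound pretreatment.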
# An asterisk follows results filed as active; ? = inconclusive; . = not tested or not shown; [ ] = another dose, or the depositor's remark. Unless noted, calls come from the whole dose curve; as a rule, active = well fitted curve in the direction sought with a large enough effect; inconclusive = small, poorly fitted or top-dose-only effect, or another doubt; inactive = no such curve, though single readings can be large; an effect the other way counts as inactive or inconclusive. A portion of the library; count on the stated rates, not on these rows.
# Start of the listing, in advance (three entries):
SMILES	EPAC1 antag	WRN inhibitor	EPAC2 ag	EPAC1 ag	PLK1 PBD block	CCT chaperon mod	PI5P4K alpha inh	IL-2 act
CN(C)S(=O)(=O)c1ccc(N2CCCC2)c(C(=O)NNC(=O)COc2ccccc2F)c1	-10%	-9%	-3%	3%	1%	-2.8	8	-0.1
CCN(CC)CCCNC(=O)Cn1ncn2cccc2c1=O	4%	-7%	11%	7%	-13%	-0.4	-4	-3.3
COc1ccccc1CNC(=O)c1ccc(-c2ccccc2C(F)(F)F)o1	-18%	0%	4%	-10%	-5%	0.1	6	-0.1

# This part in full, repeating the preview:
SMILES	EPAC1 antag	WRN inhibitor	EPAC2 ag	EPAC1 ag	PLK1 PBD block	CCT chaperon mod	PI5P4K alpha inh	IL-2 act
CN(C)S(=O)(=O)c1ccc(N2CCCC2)c(C(=O)NNC(=O)COc2ccccc2F)c1	-10%	-9%	-3%	3%	1%	-2.8	8	-0.1
CCN(CC)CCCNC(=O)Cn1ncn2cccc2c1=O	4%	-7%	11%	7%	-13%	-0.4	-4	-3.3
COc1ccccc1CNC(=O)c1ccc(-c2ccccc2C(F)(F)F)o1	-18%	0%	4%	-10%	-5%	0.1	6	-0.1
Cc1occc1-c1nnc(SCC(=O)N2CCN(c3ccc(F)cc3)CC2)n1C	-6%	5%	11%	4%	-14%	-3.0	0	-2.1
O=C(Nc1ccccn1)c1ccccc1	19%	10%	11%	11%	-11%	-1.5	4	1.1
CCOc1ccc(OCC)c(NC(=O)CCS(=O)(=O)c2ccc(Br)s2)c1	-9%	-4%	12%	10%	-29%	1.5	3	-1.1
CC(O)[C@H]1CN=C(N)N1CC(C)(C)C (stereo not given in full)	14%	9%	-5%	-8%	0%	-3.1	-1	0.3
CC(Oc1ccc2c3c(c(=O)oc2c1)CCC3)C(=O)NCc1cccnc1 (stereo not given)	-22%	11%	11%	0%	-11%	-0.2	5	-2.2
CC1CC(C)CN(Cc2nc3c(c(=O)n(C)c(=O)n3C)n2CCN2CCOCC2)C1 (stereo not given)	9%	3%	-5%	-4%	1%	0.9	3	-0.4
CNC1(c2nnnn2-c2c(C)cccc2C)CCOC(C)(C)C1 (stereo not given)	-1%	0%	12%	0%	?	-2.7	2	-0.2
O=C(NC(=S)Nc1ncccn1)c1ccc(Cl)cc1Cl	-6%	-1%	4%	-4%	-20%	0.8	2	-1.8
Cc1ccc2cc(C3CC(c4ccco4)=NN3S(=O)(=O)c3ccccc3)c(Cl)nc2c1 (stereo not given)	-4%	-9%	15%	11%	-7%	-7.5	3	-0.7
O=C(Oc1nsnc1N1CCOCC1)N1CCOCC1	10%	-6%	4%	8%	-9%	1.8	.	-1.6
COCC1CCN(C(=O)CCc2nnc(CCCCc3ccccc3)o2)CC1	28%	-4%	1%	5%	-1%	0.6	2	-4.1
COc1cc(N2C(=O)c3ccccc3C2=O)c(Cl)cc1C(=O)OCC(=O)N(C)C	-2%	1%	1%	-1%	?	1.1	9	0.2
COc1ccc(-c2cnn3c(N)c(S(=O)(=O)C(C)(C)C)cnc23)cc1	?	-17%	8%	3%	-3%	-4.0	.	-1.1
O=C(/C=C/c1cccc([N+](=O)[O-])c1)c1ccco1	-19%	-30%	4%	-15%	-24%	-1.0	-14	-5.2
CCOC(=O)CC1(CCc2ccccc2)Oc2ccccc2O1	2%	-4%	0%	-3%	2%	.	3	0.0
CCOc1ccccc1CNC(=O)C1CCCN(c2ncnc3c2nc2n3CCCCC2)C1 (stereo not given)	4%	1%	-7%	-1%	1%	1.6	-3	-2.0
CSC1=C(C#N)C(c2ccc(C)s2)CC(=O)N1 (stereo not given)	-4%	8%	5%	-8%	0%	-0.2	.	-2.5
Cc1ccc(OCC(=O)Nc2ccc(CN3CCOCC3)cc2)cc1	-10%	-2%	-2%	3%	-2%	0.3	-1	-0.1
COc1ccccc1NC(=O)CCCNC(=O)Cn1cnc2sc(C)c(C)c2c1=O	2%	-5%	6%	0%	-10%	0.8	6	-0.2
O=C(COc1ccc(S(=O)(=O)NCc2ccccc2)cc1)NCc1cccnc1	17%	-9%	-2%	-7%	2%	-1.2	1	0.6
N/C(=N\OC(=O)/C=C/c1ccccc1Cl)c1ccncc1	-1%	-4%	5%	4%	-6%	-2.3	0	-0.6
O=C(NC1CC1)c1ccc2c(c1)N(Cc1ccc(Cl)cc1)CCS2	-15%	0%	11%	-8%	1%	0.5	-2	0.0
CC(C)[C@@H](CO)NC(=O)c1ccc2c3n(nc2c1)-c1ccc(Cl)cc1CO3	-2%	0%	-5%	8%	-15%	-2.0	7	-0.3
COc1ccc(C(=O)NCCCNC(=O)c2ccccn2)cc1	-2%	-2%	4%	6%	1%	-3.5	0	0.1
CC(C)(C)n1nnnc1C(c1ccccc1)N1CCN(C(=O)c2ccco2)CC1 (stereo not given)	7%	-4%	5%	-4%	-11%	-4.7	-5	0.4
COC(=O)c1ccsc1NC(=O)CN1CCN(Cc2ccc3c(c2)OCO3)CC1	6%	-14%	6%	1%	-2%	1.1	.	0.7
CCOC(=O)N1CCN(C2=C(NS(=O)(=O)c3ccc(NC(C)=O)cc3)C(=O)c3ccccc3C2=O)CC1	-16%	1%[11.6 µM]	6%	5%	-14%	1.7	0	1.2
CCOc1ccccc1CN1CCN(Cc2cccc3nonc23)CC1CCO (stereo not given)	-9%	-7%	14%	3%	-9%	0.2	-1	0.1
COc1ccc(NC(C)=O)cc1NC(C)C(=O)Nc1cccc(S(=O)(=O)N2CCOCC2)c1 (stereo not given)	-17%	12%	2%	-9%	-1%	-1.0	-8	0.6
Cc1ccc(CCN2CC(C(=O)O)CC2=O)cc1 (stereo not given)	7%	-1%	-4%	0%	-6%	0.1	.	1.2
Cc1cccc(NS(=O)(=O)c2nnc(NC(=O)CC(C)C)s2)c1	9%	-4%	0%	2%	-9%	-0.8	5	0.9
COc1cccc(C(=O)N2CCC[C@H]2C(=O)N2CCC[C@H]2C(=O)N[C@H](C)c2ccccc2)c1	-3%	-1%	6%	14%	-6%	-0.5	1	0.5
Cc1nonc1NC(=O)CSc1nnc(-c2ccoc2C)n1-c1cccc(Cl)c1	6%	0%	-4%	-3%	-4%	1.2	-3	0.3
CC1(C)Cc2c(c(N3CCOCC3)nc3sc(C#N)c(N)c23)CS1	15%	2%	-7%	-9%	-24%	0.8	-15	-0.7
Cc1cc(C(=O)COc2ccc(C#N)cc2)c(C)n1-c1ccc2c(c1)OCO2	14%	-4%	4%	3%	-7%	2.1	-9	-2.1
COC(C[C@H](O)[C@H](C)[C@@H](O)COCc1ccccc1)OC	-4%	0%	5%	9%	-4%	1.0	1	0.4
Cn1cccc1/C=N\NC(=O)C1COc2ccccc2O1 (stereo not given)	-4%	1%	13%	3%	-6%	-1.7	-5	0.2
CCCc1c(C(=O)N/N=C(\C)c2ccccc2O)nnn1-c1nonc1N	-2%	0%	17%	5%	1%	-4.9	-1	-1.6
COc1cc(/C=c2\sc3n(c2=O)C(c2ccccc2)C(c2ccccc2)=NN=3)ccc1O (stereo not given)	0%	-16%	8%	16%	27%	0.2	0	-0.1
COc1ccc(O)c(C(=O)C2c3ccccc3C(=O)N2c2ccc(C)cc2)c1 (stereo not given)	3%	50µM*	10%	17%	?	0.3	-4	-0.6
COCCn1ccc(O)c(Cc2ccc(Cl)cc2)c1=O	-4%	-1%	-15%	-1%	0%	-2.3	9	0.1
O=C1C2C3C=CC(C4CC34)C2C(=O)N1/N=C/c1ccc(-c2ccccc2[N+](=O)[O-])o1 (stereo not given)	-10%	-4%	21%	14%	-14%	-1.3	-4	-0.3
Cc1cccc(C)c1N=Nc1c(C)cc(O)cc1C	-30%	-8%	23%	26%	-9%	-9.7	4	-0.8
CC(=O)Nc1cc(C(F)(F)F)ccc1OCC1CCCO1 (stereo not given)	22%	11%	-7%	0%	-19%	2.0	1	-3.8
COc1ccc([N+](=O)[O-])cc1CSc1nnc(NC(C)=O)s1	-6%	4%	-1%	8%	-25%	-2.1	0	0.2
CCOc1ccccc1CN1C(=O)c2ccccc2C1C(=O)NC(C)CC (stereo not given)	13%	9%	-5%	-4%	1%	0.4	-2	-0.4
C/C(N)=C(/C#N)C(=O)COc1ccc(Cl)cc1Cl	-13%	-5%	17%	2%	-3%	1.2	1	-0.4
CC(C)Cc1nnc(NC(=O)CCC(=O)N2CCN(c3ccc(Cl)cc3)CC2)s1	-3%	-5%	-11%	2%	2%	-4.1	13	-3.5
CCN(CC)S(=O)(=O)c1ccc(S(=O)(=O)N2CCCC2)cc1	-25%	10%[57.1 µM]	9%	4%	-14%	-1.5	-7	-0.4
O=C(NCc1nc2ccccc2[nH]1)C1=C[C@@H](c2ccc(C(F)(F)F)cc2)C[C@@H](OCc2ccc(CO)cc2)O1	-19%	10%	16%	-8%	-13%	-0.9	-7	-0.4
O=C(NC(Cc1ccccc1)C(=O)Oc1ccc2c(C(F)(F)F)cc(=O)oc2c1)OCc1ccccc1 (stereo not given)	7%	-35%	5%	-4%	-27%	-0.5	-2	-0.4
CCOC(=O)c1c(NC(=O)Cn2nc(C(=O)O)c3ccccc3c2=O)sc(CC)c1C	-7%	-11%	-5%	16%	4%	-0.5	6	-1.8
O=C1C=C(N2CCCCC2)c2ccccc2C1=O	45µM*	-20%	17%	17%	-7%	-1.5	2	-1.1
CN(Cc1cccc(C(F)(F)F)c1)C(=O)[C@H]1O[C@@H](n2ccc(N)nc2=O)[C@H](O)[C@@H]1O	-8%	-2%	1%	-5%	3%	-0.4	-2	-0.5
Cc1cc(=O)[nH]c(SCC(=O)Nc2ccccc2C#N)c1C#N	1%	-23%	15%	6%	?	-1.2	?	-2.9
O=C(CN1C(=O)c2ccccc2C1=O)NC1(C(=O)O)CCCC1	1%	-18%	0%	8%	2%	2.5	2	0.1
CC1(C(=O)O)CCCN(C(=O)c2cc3ccccc3s2)C1 (stereo not given)	-5%	-2%	2%	-14%	-6%	-0.9	-21	0.1
CCc1ccc(/C=N/NC(=S)NCCc2ccccc2)cc1	9%	-1%	-9%	2%	-25%	-4.2	-1	-0.4
Fc1ccccc1CSc1nncn1NC/C=C/c1ccccc1	-12%	-9%	-3%	-4%	1%	-0.5	-2	0.1
